High-throughput results from PubChem BioAssay.
Yeast eIF2B – eIF2B (yeast) activity modulation; inhibition, % at 25 µM (by protocol); S. cerevisiae eIF2B-epsilon R284H, GCN4-lacZ luminescence; 27,000 tested, 0.91% active; AID 688;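 active means mutant luminescence inhibited past about 50% while wild type luminescence and mutant growth stay under set limits, limit read from the data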; further: some compounds called inactive have numbers as strong as hits
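Material: yeast eIF2B-epsilon R284H mutant carrying GCN4–beta-galactosidase fusion. Medium: YPD yeast growth medium. Incubation: 16 h growth with compound at 30 °C, 90 min Beta-Glo step. Signal: Beta-Glo luminescence plus absorbance at 595 nm. Evaluation: % inhibition of reporter signal and growth versus controls. Doses: 25 µM single dose.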
Yeast tox – Inhibitors of S. cerevisiae growth, toxicity; S. cerevisiae wild-type growth, A595 turbidity, 16 h; growth inhibition, % at 25 µM (by protocol); 30,000 tested, 0.3% active;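 active means mutant and wild-type yeast strains alike exhibit over 30% growth inhibition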;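 further: 0% = untreated cell controls and 100% = YPD media blanks without cells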
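Test system: Wild-type and eIF2Bepsilon-R284H mutant S. cerevisiae, screened separately | Dosing: Single 25 µM compound dose in 0.2% DMSO | Schedule: 16 h compound exposure during growth at 30 °C | Detection: A595 turbidity | Evaluation: Growth inhibition (%) versus cell controls and blanks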
Yeast tox inhibition % – second read-out of Yeast tox, no call of its own (marks repeat the call); growth inhibition, %; S. cerevisiae eIF2Bepsilon-R284H mutant growth, A595 turbidity, 16 h;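 each compound tested once at 25 µM; 0% equals untreated cells and 100% equals cell-free medium blanks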
Yeast eIF2B mutant toxicity – also measured in Yeast eIF2B; calls as there; growth inhibition, %; measured here: mutant yeast growth, toxicity;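 each compound tested once at 25 µM; zero equals untreated control growth and 100 equals blank medium absorbance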
Starred values were filed as active, the others as inactive; · = no result given.

Letters: A = Yeast eIF2B; B = Yeast eIF2B mutant toxicity; C = Yeast tox; D = Yeast tox inhibition %
SMILES: COC(=O)c1ccccc1NC(=O)c1ccccc1N(C)S(C)(=O)=O
  A: 22	B: 4	C: -11	D: 4
SMILES: N#CC1=C(SCC(=O)c2ccc(Cl)cc2)NC2=C(C(=O)CCC2)C1c1ccco1 (stereo not drawn)
  A: 51*	B: ·	C: 5	D: -7
SMILES: O=C(C1CC1)N1CCN=C1SCc1cccc(C(F)(F)F)c1
  A: 1	B: -4	C: 24	D: -4
SMILES: O=C(c1cc(-c2cccs2)on1)N1CCN(C(c2ccccc2)c2ccccc2)CC1
  A: 11	B: 11	C: 19	D: 11
SMILES: Cc1occc1-c1nnc(SCC(=O)c2c(N)n(Cc3ccccc3)c(=O)n(C)c2=O)n1C
  A: -34	B: -7	C: -11	D: -7
SMILES: Cc1cccn2c(=O)c3cc(C(=O)N4CCCc5ccccc54)n(C)c3nc12
  A: -6	B: -8	C: -14	D: -8
SMILES: COC(=O)c1cc(Br)c(=O)n(-c2ccccc2F)c1
  A: -15	B: -10	C: -16	D: -10
SMILES: Cc1ccc(C)c(N2CCN(C(=O)CCCOc3cc(=O)n(C)c4ccccc34)CC2)c1
  A: 30	B: -17	C: -18	D: -17
SMILES: O=C1CSC(c2cn(-c3ccccc3)nc2-c2cccs2)N1Cc1ccccc1 (stereo not drawn)
  A: ·	B: ·	C: 16	D: 19
SMILES: CCc1nnc(NC(=O)CSc2nc3cccnc3n2C2CCCCC2)s1
  A: 23	B: 11	C: -7	D: 11
SMILES: CCn1c(SCC(=O)Nc2cc3oc4ccccc4c3cc2OC)nnc1-c1cccs1
  A: 2	B: -2	C: -11	D: -2
SMILES: O=C1OCCC1Sc1nc(-c2ccccc2)cs1 (stereo not drawn)
  A: 18	B: -14	C: 3	D: -14
SMILES: O=S(=O)(c1ccc(OCC(O)CN2CCCCC2)cc1)N1CCOCC1 (stereo not drawn)
  A: -7	B: 10	C: 1	D: 10
SMILES: Cc1ccc(NCN2C(=O)C3CC=C(Cl)CC3C2=O)cc1 (stereo not drawn)
  A: 11	B: 14	C: -7	D: 14
SMILES: CS(=O)(=O)N1CCN(C(=O)c2ccccc2F)CC1
  A: -6	B: ·	C: ·	D: ·

3 compounds already listed, ordered by SMILES length, lowest first:
Letters: A = Yeast eIF2B; B = Yeast eIF2B mutant toxicity; C = Yeast tox; D = Yeast tox inhibition %
SMILES: O=C1OCCC1Sc1nc(-c2ccccc2)cs1 (stereo not drawn)
  A: 18	B: -14	C: 3	D: -14
SMILES: Cc1cccn2c(=O)c3cc(C(=O)N4CCCc5ccccc54)n(C)c3nc12
  A: -6	B: -8	C: -14	D: -8
SMILES: Cc1ccc(C)c(N2CCN(C(=O)CCCOc3cc(=O)n(C)c4ccccc34)CC2)c1
  A: 30	B: -17	C: -18	D: -17

Later entries
Letters: A = Yeast eIF2B; B = Yeast eIF2B mutant toxicity; C = Yeast tox; D = Yeast tox inhibition %
SMILES: COC(=O)/C=c1/s/c(=C(\C#N)C(=O)NCc2ccco2)n(-c2ccc(C)cc2)c1=O
  A: 8	B: 4	C: -28	D: 4
SMILES: CCSC1=NC(C)(C)C=C(/C=C/c2ccc(Cl)cc2Cl)N1
  A: 20	B: 18	C: 5	D: 18
SMILES: CNc1oc(-c2ccco2)nc1C#N
  A: 19	B: 11	C: 5	D: 11
SMILES: Cc1nc(NC(CC(C)C)C(=O)O)c2nc(C)oc2n1 (stereo not drawn)
  A: ·	B: ·	C: -1	D: -3
SMILES: CC(=O)c1c(C)c[nH]c1C
  A: 0	B: -5	C: -5	D: -5
SMILES: CC(=O)[C@@H]1[C@@H]2C(=O)N(C3CCCCC3)C(=O)[C@@H]2C2c3ccccc3C=CN21 (stereo partly drawn)
  A: -5	B: -19	C: -5	D: -19
SMILES: O=C(O)c1ccc(COc2ccccc2Cl)cc1
  A: 37	B: 3	C: 8	D: 3
SMILES: O=C1CC(c2cc3c(cc2Br)OCO3)C2=C(CCCC2=O)N1 (stereo not drawn)
  A: 15	B: -23	C: -4	D: -23
SMILES: C=C(C)Cn1c(SCC#N)nc2ccccc2c1=O
  A: 12	B: ·	C: ·	D: ·
SMILES: Cc1nc2sc(C(c3ccc(Cl)cc3)N3CCOCC3)c(O)n2n1 (stereo not drawn)
  A: 2	B: ·	C: -9	D: 0
SMILES: O=S(=O)(c1ccc(S(=O)(=O)N(Cc2ccc(F)cc2)C2CCCC2)cc1)N1CCCC1
  A: 12	B: -4	C: -2	D: -4
SMILES: O=C(NCSc1ccnc(SCNC(=O)c2ccccc2)n1)c1ccccc1
  A: -1	B: -48	C: -4	D: -48
SMILES: C=CCNC(=O)c1sc(=S)n(-c2ccc(C(=O)OCC)cc2)c1N
  A: 17	B: 22	C: 7	D: 22
SMILES: CC1=CN2C(=NC(=O)CC2(C)C(=O)N(CC(=O)NC2CCCC2)c2ccccc2C)C=C1 (stereo not drawn)
  A: 27	B: -3	C: 13	D: -3
SMILES: CCc1nnc(SCC(=O)Nc2ccc(C(C)=O)cc2)nc1CC
  A: 21	B: 10	C: 16	D: 10
SMILES: Cc1cc(Cl)ccc1OCC(=O)Nn1c(C)ccc1C
  A: ·	B: ·	C: -11	D: -4
SMILES: Cc1ccc(C(=O)n2nnc3ccccc32)cc1
  A: 16	B: ·	C: ·	D: ·
SMILES: Cc1c(C(=O)N2CCCCC2)sc(NC(=O)c2ccco2)c1C#N
  A: 23	B: ·	C: ·	D: ·
SMILES: COc1cc(/C=C/C(=O)NNc2c(F)c(F)cc(F)c2F)ccc1OC(F)F
  A: ·	B: ·	C: 5	D: 4
SMILES: Cc1cc(N/C=C/C(=O)c2cccc3ccccc23)no1
  A: -10	B: -9	C: 1	D: -9
SMILES: CCOc1ccc(C(=O)N2CCSC2=S)cc1
  A: 15	B: 9	C: -19	D: 9
SMILES: O=C(O)C1C2C=CC(C2)C1C(=O)Nc1cccc(F)c1 (stereo not drawn)
  A: 20	B: 7	C: 23	D: 7
SMILES: CCNC(=S)NCCN1CCCCC1
  A: 10	B: 8	C: 10	D: 8
SMILES: COC(=O)c1cn(NC(=O)c2ccc3c(c2)OCO3)c(=O)c2ccccc12
  A: 9	B: 2	C: -8	D: 2
SMILES: COc1ccc2cc(C)c(SCC(=O)Nc3cc(C)on3)nc2c1
  A: -7	B: -86	C: -12	D: -86
SMILES: CCc1ccc(NC2=NC(C(=O)c3ccccc3)CC(=O)N2)cc1 (stereo not drawn)
  A: -25	B: ·	C: ·	D: ·
SMILES: COc1cc(C2NC(=O)NC(C)=C2C(=O)OC2CCCC(C)C2)ccc1O (stereo not drawn)
  A: 20	B: 16	C: 20	D: 16
SMILES: CCc1cc2c(=O)n(Cc3ccco3)c(SCc3c(C)noc3C)nc2s1
  A: -23	B: ·	C: -12	D: 0
SMILES: O=C1C=C(NCc2ccc(Cl)c(Cl)c2)C2(CCCCC2)O1
  A: 26	B: 5	C: 5	D: 5
SMILES: COCCNC(=O)c1cc(Br)ccc1Cl
  A: 10	B: -4	C: -4	D: -4
SMILES: C=C(C)C1Cc2nc(N)nc(C)c2C1 (stereo not drawn)
  A: 6	B: -10	C: -5	D: -10
SMILES: Nn1c(SCC(=O)Nc2ccc(F)cc2)nnc1-c1ccccn1
  A: 22	B: -17	C: 0	D: -17
SMILES: COc1ccc(-c2nnc(SCC(=O)Nc3sc4c(c3C#N)CCCC4)n2-c2ccccc2)cc1
  A: 4	B: 12	C: -40	D: 12
SMILES: COc1cccc(Oc2c(C)oc3c(CN4CCOCC4)c(O)ccc3c2=O)c1
  A: 29	B: 12	C: 2	D: 12
SMILES: CCCn1c(C(O)c2ccc(OC)cc2)nc2ccccc21 (stereo not drawn)
  A: -11	B: 8	C: 2	D: 8
SMILES: CCC1(CC)NC(=O)N(CC(=O)Nc2sc3c(c2C(N)=O)CCC3)C1=O
  A: 24	B: 2	C: 16	D: 2
SMILES: O=C(NC(=S)Nc1ccccc1N1CCCCC1)c1ccc(-c2cccc([N+](=O)[O-])c2)o1
  A: ·	B: ·	C: 24	D: 11
SMILES: O=C(CSCC(=O)NC1CC1)Nc1ccc2ccccc2c1
  A: -5	B: -17	C: -6	D: -17
SMILES: CN(c1ncc(C(F)(F)F)cc1Cl)n1cc(C(=O)O)c2ccccc2c1=O
  A: 20	B: 14	C: 14	D: 14
SMILES: CCOC(=O)c1cnn(-c2nc(SC)nc3sc4c(c23)CCC4)c1N
  A: ·	B: ·	C: -6	D: -32
SMILES: CCCS(=O)(=O)N1CCC(C(=O)NCCN(C)Cc2ccccc2)CC1
  A: 37	B: -3	C: 7	D: -3
SMILES: CS(=O)(=O)N(CC(=O)Nc1ccc(Cl)c(Cl)c1)C1CCCCC1
  A: 26	B: 12	C: 5	D: 12
SMILES: CCOC(=O)n1c(=O)oc2cc(S(=O)(=O)N3CCOCC3)ccc21
  A: -11	B: 4	C: 12	D: 4
SMILES: CN1C(=O)NC(c2ccccc2)C2=C1CN(CCc1ccccc1)C2=O (stereo not drawn)
  A: -25	B: -14	C: 21	D: -14
SMILES: O=C(c1cc(-c2ccccc2Cl)on1)N1CCN(C(=O)c2ccco2)CC1
  A: 21	B: 5	C: -57	D: 5
SMILES: Cn1nnnc1Sc1nc(-c2cccnc2)nc2ccccc12
  A: -2	B: -17	C: -26	D: -17
SMILES: O=c1cc(CN2CCOCC2)c2c(ccc3ccccc32)o1
  A: 18	B: -11	C: 24	D: -11
SMILES: O=C(O)CCCC(=O)NCCc1ccncc1
  A: 13	B: 5	C: 9	D: 5
SMILES: Cn1c(=O)cc(SCC(=O)NCC2CCCO2)c2ccccc21 (stereo not drawn)
  A: -13	B: -10	C: 13	D: -10
SMILES: Cc1[nH][nH]c(=O)c1C(c1ccc(-c2ccc(Cl)c(Cl)c2)o1)c1c(C)[nH][nH]c1=O
  A: 14	B: 35	C: 46*	D: 35*
SMILES: O=C(CN1C(=O)c2ccccc2C1=O)Nc1nc(-c2cccc([N+](=O)[O-])c2)cs1
  A: -33	B: -16	C: -2	D: -16
SMILES: O=C(CSc1nc(-c2ccc(F)cc2)cs1)N1CCOCC1
  A: 8	B: ·	C: 18	D: 0
SMILES: Cc1ccc(CNC(=O)CCNC(=O)c2ccc(Br)o2)cc1
  A: 18	B: 19	C: 19	D: 19
SMILES: Cc1nc2ncnn2c(C)c1CCC(=O)NCCc1ccccc1
  A: ·	B: ·	C: 12	D: -3
SMILES: COc1cccc(OC)c1C(=O)Nc1cc(Cl)ccc1N1CCOCC1
  A: -4	B: 12	C: 3	D: 12
SMILES: Cc1ccc(C)c(Cn2c(C(=O)OC(C)C)cc3c2ccn3C)c1
  A: 1	B: 5	C: -13	D: 5
SMILES: CCn1c2ccccc2c2cnc(N=CN(C)C)c(C#N)c21
  A: 22	B: -20	C: 26	D: -20
SMILES: COc1ccc(NC(=O)N2CCOCC2)cc1OC
  A: 10	B: 19	C: 0	D: 19
SMILES: Cc1cc(NC(=O)C2CCN(S(=O)(=O)c3cnc[nH]3)CC2)ccc1Br
  A: 20	B: 15	C: 8	D: 15
SMILES: CCN(CC)S(=O)(=O)c1cccc(NC(=O)COC(=O)CCc2nc3ccccc3s2)c1
  A: 6	B: -11	C: -5	D: -11

Record cards, from the list above.
O=c1cc(CN2CCOCC2)c2c(ccc3ccccc32)o1 in the list: Yeast eIF2B: 18; Yeast eIF2B mutant toxicity: -11; Yeast tox: 24; Yeast tox inhibition %: -11
COc1ccc(NC(=O)N2CCOCC2)cc1OC in the list: Yeast eIF2B: 10; Yeast eIF2B mutant toxicity: 19; Yeast tox: 0; Yeast tox inhibition %: 19

Other results
Letters: A = Yeast eIF2B; B = Yeast eIF2B mutant toxicity; C = Yeast tox; D = Yeast tox inhibition %
SMILES: COC(=O)CCCCC1SCC2NC(=O)NC21O (stereo not drawn)
  A: 9	B: 8	C: 11	D: 8
SMILES: COc1ccc(NC(=O)C2CCN(c3nc(C)cc(C)n3)CC2)cc1
  A: ·	B: ·	C: 11	D: 10
SMILES: Cc1onc(-c2c(F)cccc2Cl)c1C(=O)Nc1nnc(-c2ccccc2)s1
  A: 14	B: -7	C: 10	D: -7
SMILES: CCN(CC)C(=O)CN(c1cccc(OC)c1)S(=O)(=O)c1ccc(C)cc1
  A: ·	B: ·	C: 8	D: -10
SMILES: COc1cc2c(cc1OC)CN(S(=O)(=O)c1ccc3c(c1)OCCO3)CC2
  A: 24	B: -15	C: 1	D: -15
SMILES: CN1CCN(c2nc(-c3ccccn3)nc3ccccc23)CC1
  A: -17	B: 5	C: 7	D: 5
SMILES: C=CCn1c(SCC(=O)c2cccs2)nc2sc(C)cc2c1=O
  A: ·	B: ·	C: -44	D: -44
SMILES: COc1ccccc1-c1nnc(NC(=O)OCC(C)C)s1
  A: -10	B: -5	C: -12	D: -5
SMILES: Cc1c([N+](=O)[O-])cc(C(=O)Oc2ccc(Br)cc2C(=S)N2CCCCC2)cc1[N+](=O)[O-]
  A: 23	B: 12	C: 5	D: 12
SMILES: CCCCCCCC(=O)N/N=C(\C)c1cccnc1
  A: 30	B: -11	C: -11	D: -11

This is a subset; count on the stated rates, not on these rows.
